esBAF inh: Bmi1 luciferase reporter increase in mESCs, primary screen, esBAF inhibitor project, mouse ES cells, Bmi1 luciferase knock-in, single point. 24 h; 100% = twice the neutral-well signal. reporter increase, % at 12.5 µM. 350,000 tested, 2% active. AID 602393, 2012; in the data active means activation above about 40%;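 further: 0% = median of the plate's neutral control wells and 100% = double that signal; a rise in the Bmi1 reporter signal indicates esBAF inhibition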
RAD54 inh: inhibitors of human RAD54 branch migration, primary screen, biochemical, fluorescence, single point; DNA repair and recombination protein RAD54-like (Homo sapiens), Q92698; RAD54 Holliday junction branch migration, FAM/BHQ fluorescence; inhibition, % at 10.4 µM; 360,000 tested, 0.14% active;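 active means mean normalized replicate activity at least 40 and at least half of replicates scoring 40 or more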;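 further: 0% = median of neutral control wells and 100% = median of positive control wells; inhibitors cause a drop in the FAM fluorescence signal; in these data hits start at about 50%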
Target sequence (Q92698 whole entry, looked up): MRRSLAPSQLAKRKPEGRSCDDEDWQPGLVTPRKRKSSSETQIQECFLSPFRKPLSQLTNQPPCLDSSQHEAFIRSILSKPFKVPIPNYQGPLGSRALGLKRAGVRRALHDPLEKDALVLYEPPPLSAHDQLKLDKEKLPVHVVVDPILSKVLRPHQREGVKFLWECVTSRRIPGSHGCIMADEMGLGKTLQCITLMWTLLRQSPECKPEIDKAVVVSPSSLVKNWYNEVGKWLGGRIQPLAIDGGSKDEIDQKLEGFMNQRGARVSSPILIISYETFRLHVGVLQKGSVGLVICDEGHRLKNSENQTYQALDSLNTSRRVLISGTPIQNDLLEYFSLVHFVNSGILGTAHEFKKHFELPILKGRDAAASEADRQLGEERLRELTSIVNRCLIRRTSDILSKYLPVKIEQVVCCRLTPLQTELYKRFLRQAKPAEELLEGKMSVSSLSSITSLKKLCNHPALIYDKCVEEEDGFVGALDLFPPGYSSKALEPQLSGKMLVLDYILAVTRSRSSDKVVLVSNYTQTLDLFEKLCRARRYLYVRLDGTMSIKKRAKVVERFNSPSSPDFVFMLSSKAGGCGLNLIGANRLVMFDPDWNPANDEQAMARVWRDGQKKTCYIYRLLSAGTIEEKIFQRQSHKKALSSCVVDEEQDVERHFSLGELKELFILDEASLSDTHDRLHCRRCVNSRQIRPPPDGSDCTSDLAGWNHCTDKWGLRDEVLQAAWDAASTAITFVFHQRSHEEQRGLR
ARNT TACC3 PPI: disruptors of ARNT/TACC3 protein interaction, primary screen, biochemical, AlphaScreen, single concentration | Transforming acidic coiled-coil-containing protein 3 (Homo sapiens), Q9Y6A5 | AlphaScreen His-ARNT PAS-B/GST-TACC3 binding, luminescence; TACC3 fragment carries E629A point mutation | inhibition, % at 9.99 µM | 390,000 tested, 0.66% active | AID 623870, 2012;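 active means mean inhibition of replicates at least 50% and at least half of replicates each reaching 50%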;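 further: 0% = complete ARNT plus TACC3 wells and 100% = ARNT alone without TACC3; many hits fall short of the cut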
RAD52 inh: RAD52 DNA annealing inhibitors, primary screen, biochemical, FRET, single point, set 2. recombinant RAD52 DNA annealing, FRET fluorescence. inhibition, % at 18.7 µM. 360,000 tested, 0.46% active. AID 651710, 2012;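 active means every replicate showing at least 50% inhibition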
XiGFP reactiv: activators of inactive X chromosome reactivation, primary screen, imaging, XiGFP fibroblasts, GFP high-content imaging, set 2; XiGFP mouse fibroblasts, % GFP-positive cells imaging, 3 d; cells co-treated with 5-aza-dC sensitizer; scaled so ellipticine positive control = 100%; activation, % at 7.58 µM; 360,000 tested, 0.055% active;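 active means mean normalized replicate activation at least 10% and every replicate at or above 10%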;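 further: 0% = median of on-plate neutral control wells and 100% = ellipticine 6 µM median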
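System: XiGFP fibroblasts, SV40-immortalized. Medium: DMEM plus 5-aza-dC sensitizer. Doses: single point. Timing: 3 d treatment, 15 min room-temperature fixation. Control set: ellipticine 6 µM.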
ERAP1 HTS inh: human ERAP1 aminopeptidase inhibitors, primary screen, biochemical, single point, plate reader. inhibition, % at 10.7 µM. AID 652197, 2013. recombinant ERAP1, Leu-AMC fluorescence, 60 min. 340,000 tested, 0.15% active. Endoplasmic reticulum aminopeptidase 1 (Homo sapiens), Q9NZ08;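 active means mean replicate inhibition of at least 30%, or all replicates individually reaching that 30% level; inactive means mean below 30% and not every replicate reaching it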;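 further: 0% = neutral control wells and 100% = L-leucinethiol positive control wells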
GSIS activator: GLuc luminescence reporter in INS-1E cells, primary screen for activators of glucose-dependent secretion of insulin | INS-1E GLuc reporter insulin secretion, 2-3 h | activation, % at 16.6 µM | 370,000 tested, 0.61% active | AID 743287, 2014;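 active means lowest replicate activation of at least 40%, so every replicate reaches that level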;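 further: 0% = median of neutral control wells and 100% = median of IBMX positive control wells; some compounds called inactive have numbers as strong as hits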
CFTR F508del cor: F508del CFTR correction, initial screen, CFBE line, single point. CFBE cells, YFP halide quenching; stimulated with forskolin plus potentiator P3; % fluorescence drop versus neutral controls. activity (quench increase), % at 7.58 µM. 350,000 tested, 0.36% active. AID 720511, 2013;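 active means mean added fluorescence quench of at least 8% versus neutral control, with both replicates also reaching 8%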;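 further: cells transiently co-express mutant CFTR-F508del with the halide-sensitive YFP; corrector assay measuring rescue of mutant channel to the surface after 24 h compound exposure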
Starred values were filed as active, the others as inactive; · = no result given; & = joins results of further samples. No enrichment for hits; 3.3% or so of the library scored in one or more.

SMILES | esBAF inh | RAD54 inh | ARNT TACC3 PPI | RAD52 inh | XiGFP reactiv | ERAP1 HTS inh | GSIS activator | CFTR F508del cor
CC(O)(c1ccccc1)C(C(c1ccccc1)N1CCOCC1)N1CCOCC1 (stereo unspecified) | -4 | 1 | -4 | -7 | 0.2 | -2 | 12 | 3.6
COCCn1c(SCC(=O)NCCc2ccc(OC)c(OC)c2)nc2c([nH]c3ccccc32)c1=O | · | · | 1 | -13 | 0.3 | -4 | 15 | -2.6
O=C(NCCN1C(=O)S/C(=C\c2cccnc2)C1=O)c1cc(S(=O)(=O)N2CCOCC2)ccc1F | -7 | 1 | 2 | -11 | 0.0 | 2 | -8 | 1.0
Cc1cc2nc(-c3cccc(Br)c3)c(CC3CCCCC3)n2c(C)c1Br | · | · | · | -12 | -0.1 | · | -2 | 1.5
Cn1cnc(S(=O)(=O)N2C[C@@H](O)COC[C@H]3O[C@H](CC(=O)NC4CCC4)CC[C@@H]32)c1 | -5 | -9 | -2 | 3 | 0.2 | 1 | 9 | 3.4
CN(C[C@@H]1N[C@H](CO)[C@@H]1c1ccc(-c2cccc(F)c2)cc1)C(=O)C1CCC1 | -7 | 0 | 7 | -19 | 0.0 | 1 | 6 | -2.4
C[C@H](CO)N1C[C@H](C)[C@H](CN(C)S(C)(=O)=O)Oc2c(NC(=O)NC3CCCCC3)cccc2C1=O | -3 | 10 | -2 | 10 | -0.4 | -2 | 8 | -0.4
O=C(OC1CC2CC1[C@H]1CCCCN1C2=O)N1CCOCC1 (stereo partly specified) | · | · | · | 4 | 0.0 | -3 | -13 | -1.3
CO[C@H]1CN(C)C(=O)c2cc(NC(=O)c3cccc(F)c3)ccc2OC[C@H](C)NC[C@@H]1C | 1 | -17 | -11 | 14 | 0.0 | -4 | 4 | 1.4
O=C(O)Cn1cc(C(=O)C2CC2)c2ccccc21 | -5 | -10 | -8 | · | · | · | 24 | ·
C#CCNC(=O)C1=C[C@H](c2ccc(Br)cc2)[C@@H](CCCO)[C@H](OCC)O1 | 1 | 9 | -14 | -17&-7 | 0.0 | -1 | 1 | -1.9&-2.0
CCN(C(=O)CSc1nnnn1-c1ccc(Cl)cc1)C1CCS(=O)(=O)C1 (stereo unspecified) | -4 | 9 | · | -6 | 0.0 | 2 | 9 | 1.8
O=C(NCCCCNC(=O)c1cccnc1Cl)c1cccnc1Cl | · | -6 | -6 | -17 | 1.0 | 0 | 4 | -1.2
O=[N+]([O-])c1cccc(S(=O)(=O)N/N=C\c2ccc3c(c2)OCO3)c1 | 16 | -8 | 1 | -6 | 0.0 | -1 | -4 | -0.4
O=C(c1ccccn1)N1C[C@@H]2[C@H](c3ccccc31)[C@@H](CO)N2C(=O)c1ccccn1 | -2 | 2 | 2 | · | 0.0 | · | 13 | -3.0
Cc1nc2ccccc2c(=O)n1NC(=O)COc1ccccc1 | -2 | -13 | -2 | -9 | · | -2 | 2 | -4.8
COc1ccc2c3c(n(C)c2c1)[C@@H](CO)N(C)CC31CN(C(=O)c2ccc3c(c2)OCO3)C1 | · | · | · | 2 | 0.2 | 0 | 7 | 1.2
COc1ccc(COC[C@]23Oc4ccccc4[C@H]([C@H]2COC(=O)c2ccccc2)N(C(=O)CC(C)=O)C(=O)N3C)cc1 | · | -14 | 13 | 4 | · | -3 | · | -0.8
C[C@H](CO)N1C[C@H](C)[C@H](CN(C)Cc2ccc(-c3ccccc3)cc2)Oc2c(NC(=O)Nc3ccc(F)cc3)cccc2C1=O | -5 | 5 | 10 | 43 | 6.6 | -1 | -20 | 0.7
Cc1ccc(C)c(NC(=O)CN(C)C(=O)c2ccccc2Cc2ccccc2)c1 | · | 8 | 1 | -6 | 0.2 | -2 | -38 | -0.4
CCN(CC)C(=O)CSc1nc2ncccc2[nH]1 | -5 | -8 | 1 | -8 | · | 3 | 7 | -1.8
CCCCCCc1ccc(N2C[C@H](Cc3ccccc3)[C@@H](CC(=O)Nc3ccccc3)C2=O)cc1 | 9 | -7 | -6 | -10 | 0.0 | 6 | · | 2.6
Cc1c(NC(=O)c2cnn3cccnc23)c(=O)n(-c2ccccc2)n1C | · | · | -7 | -19 | · | -3 | 11 | -1.2
C[C@@H]1CN([C@H](C)CO)C(=O)CCCn2cc(nn2)CO[C@H]1CN(C)C(=O)Nc1ccc(C(F)(F)F)cc1 | 0&-4&-4 | -15&0 | -2 | -7&0 | 0.1&0.0 | 0&-1 | 5&-9 | 1.1&-1.2&-0.4
CC(C)C(=O)Nc1ccc2c(c1)nc(CCN1CCN(c3ccccc3)CC1)n2C | -13 | 4 | -4 | 0 | 0.2 | -1 | -5 | -0.7
CC(=O)Nc1ccc(NC(=O)c2oc3cc(C)c(C)cc3c2C)cc1 | 3 | 0 | -8 | 1 | 0.1 | 4 | 19 | -2.7
COc1ccccc1-c1c(C(F)(F)F)oc2cc(OC(=O)c3ccc([N+](=O)[O-])cc3)ccc2c1=O | 67* | 4 | 3&-27 | -12 | -0.1 | -1 | -5 | -0.6
CC(=O)c1ccccc1OCCCOc1cccc2cccnc12 | 21 | -1 | -1 | -5 | 0.3 | -3 | -9 | -0.3
O=C(C[C@@H]1CC[C@H](NC(=O)c2ccccc2)[C@H](CO)O1)NCc1ccncn1 | -7 | -7 | -8 | -6 | 0.2 | 3 | 2 | -2.0
c1cncc(CNc2ncn[nH]2)c1 | -2 | 1 | 3 | -6 | -0.2 | -4 | 12 | -3.9
CCCNC(=O)Cn1c(=O)oc2cc(S(=O)(=O)N3CC(C)CC(C)C3)ccc21 (stereo unspecified) | 0 | -7 | -3 | 15 | 0.7 | -1 | -7 | -1.4
Cn1ncc(Cl)c1C(=O)NC1C2CC3CC(C2)CC1C3 (stereo unspecified) | · | · | -1 | -6 | 0.0 | 9 | · | ·
COc1ccc(-c2[nH]ncc2/C=N\NC(=O)c2ccc(C(C)(C)C)cc2)cc1OC | · | · | -2 | -2 | 0.1 | -1 | -1 | ·
C[C@H](CO)N1C[C@H](C)[C@@H](CN(C)C(=O)C2CC2)Oc2ncc(C#Cc3ccccc3F)cc2C1=O | 2 | 3 | -8 | 14 | 0.0 | -3 | -1 | -2.8
CCc1cccc(NS(=O)(=O)c2ccc(-n3cccn3)cc2)c1 | 0 | 6 | 7 | 8 | 0.0 | 5 | -20 | 1.7
COc1cc(S(=O)(=O)n2ccc(C)n2)ccc1Cl | -4 | -28 | -6 | -10 | 0.1 | 0 | 4 | 1.7
COCCN(C[C@@H]1[C@@H](c2ccccc2)[C@H](CO)N1C(C)=O)C(=O)c1ccncc1 | 3 | 2 | 1 | -11 | 0.1 | -2 | 0 | -1.8
CCCN(C)C[C@H]1Oc2ncc(-c3ccccc3OC)cc2C(=O)N([C@H](C)CO)C[C@@H]1C | -4 | -9 | -6 | 0 | -1.1 | -2 | -4 | 0.8
Cc1nnc(NCCN2CCOCC2)[nH]c1=O | 4 | 0 | -4 | · | · | · | 27 | ·
C[C@@H]1CN([C@H](C)CO)C(=O)c2cc(NC(=O)CCN3CCOCC3)ccc2O[C@H]1CN(C)Cc1ccncc1 | -3 | -2 | · | -2 | 0.2 | -2 | 11 | 1.3

Some of the entries above, reformatted.
Every second line gives: esBAF inh | RAD54 inh | ARNT TACC3 PPI | RAD52 inh | XiGFP reactiv | ERAP1 HTS inh | GSIS activator | CFTR F508del cor
- O=C(O)Cn1cc(C(=O)C2CC2)c2ccccc21
→ -5 | -10 | -8 | · | · | · | 24 | ·
- C#CCNC(=O)C1=C[C@H](c2ccc(Br)cc2)[C@@H](CCCO)[C@H](OCC)O1
→ 1 | 9 | -14 | -17&-7 | 0.0 | -1 | 1 | -1.9&-2.0

(cont.)
SMILES | esBAF inh | RAD54 inh | ARNT TACC3 PPI | RAD52 inh | XiGFP reactiv | ERAP1 HTS inh | GSIS activator | CFTR F508del cor
O=C(NC1CCCCC1)N[C@@H]1C=C[C@H](CC(=O)N2CCOCC2)O[C@@H]1CO | -1 | 2 | 3 | -1 | -0.4 | 2 | 1 | -3.0
COc1ccc(C#Cc2ccc3c(c2)[C@@H]2[C@@H](CCN2C(=O)C2CCC2)[C@H](CO)N3)cc1 | · | · | · | 7 | 0.0 | 1 | 1 | 2.9
Cc1cccc(C(=O)NNC(=O)CSc2nnc(C3CC3)n2C)c1 | -8 | · | -2 | -1 | 0.8 | 0 | 18 | -2.1
O=C1c2cccc([N+](=O)[O-])c2C(=O)N1C1CCCCC1 | 5 | -12 | 2 | -2 | -0.1 | -2 | -16 | -0.6
O=C1CC(c2ccccc2)Sc2nc3ccccc3n21 (stereo unspecified) | · | · | -11 | -7 | 0.1 | -3 | · | -0.1
O=C(Nc1ccccc1)N1CC(=O)N2[C@@H](CO)[C@@H](c3ccc(C#CC4CC4)cc3)[C@@H]2C1 | · | · | · | 1 | 0.1 | 0 | -4 | 1.8
C[C@@H]1CN([C@@H](C)CO)C(=O)c2cc(NC(=O)C3CCCCC3)ccc2O[C@@H](C)CCCCO[C@@H]1CN(C)C(=O)Cc1ccccc1 | 7 | 4 | 0 | · | -0.1 | · | -22 | -0.4
Cc1ccc(C(=O)Nc2nnc(NC(=S)Nc3ccccc3)s2)cc1 | 56* | -2 | 6 | -10 | 0.0 | 4 | 7 | -0.5
C=CCc1c(OC)ccc2c1c(S(=O)(=O)c1ccc(C)cc1)cn2COC | 2 | 6 | -10 | -18 | -0.1 | -2 | 7 | -2.2
C[C@H]1CN([C@@H](C)CO)C(=O)Cc2cc(N(C)C)ccc2O[C@@H]1CN(C)C(=O)Nc1ccccc1 | -7 | -3 | · | -2 | -1.3 | -1 | 1 | 0.2
CN(C)c1ccc(C(=O)C(O)c2ccccc2Cl)cc1 (stereo unspecified) | · | · | 0 | -19 | -0.2 | 4 | · | 4.0
CC(CN1CCCC1)OC(=O)c1ccc(F)cc1 (stereo unspecified) | 1 | -5 | 18 | -2 | 0.2 | -2 | 9 | 2.2

Complete entries as entered above. Order of values: esBAF inh	RAD54 inh	ARNT TACC3 PPI	RAD52 inh	XiGFP reactiv	ERAP1 HTS inh	GSIS activator	CFTR F508del cor
Record of CC(CN1CCCC1)OC(=O)c1ccc(F)cc1 (stereo unspecified) → 1	-5	18	-2	0.2	-2	9	2.2
Record of Cc1ccc(C(=O)Nc2nnc(NC(=S)Nc3ccccc3)s2)cc1 → 56*	-2	6	-10	0.0	4	7	-0.5
Record of COc1ccc(C#Cc2ccc3c(c2)[C@@H]2[C@@H](CCN2C(=O)C2CCC2)[C@H](CO)N3)cc1 → ·	·	·	7	0.0	1	1	2.9
Record of C[C@H]1CN([C@@H](C)CO)C(=O)Cc2cc(N(C)C)ccc2O[C@@H]1CN(C)C(=O)Nc1ccccc1 → -7	-3	·	-2	-1.3	-1	1	0.2
Record of O=C(Nc1ccccc1)N1CC(=O)N2[C@@H](CO)[C@@H](c3ccc(C#CC4CC4)cc3)[C@@H]2C1 → ·	·	·	1	0.1	0	-4	1.8

Screening data from PubChem BioAssay.
